From PubChem BioAssay
CAL PDZ FP-1 – untagged CAL PDZ binding inhibitors, primary screen, biochemical, fluorescence polarization, HTS; Golgi-associated PDZ and coiled-coil motif-containing protein (Homo sapiens), Q9HD26; purified CAL PDZ, TMR-peptide fluorescence polarization, 1 h; inhibition, % at 24.9 µM; 300,000 compounds, 0.92% hits; AID 602252, 2012;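 active means mean inhibition of at least 30% with at least half of replicates also reaching 30%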;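 further: 0% = DMSO neutral control and 100% = excess unlabeled competitor peptide PRC23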
SR-BI HDL uptake – inhibitors of SR-BI mediated HDL lipid uptake, primary screen, ldlA[mSR-BI] cells, fluorescence, single point. Scavenger receptor class B member 1 (Mus musculus), Q61009. ldlA[mSR-BI] CHO cells, DiI-HDL uptake fluorescence, 3 h. inhibition, % at 12.5 µM. 320,000 compounds, 0.96% hits. AID 488896, 2010;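 active means mean replicate inhibition of at least 70% and a set share of replicates each scoring 70 or more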;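 further: 0% = median of neutral control wells and 100% = median of positive control wells; values of inactives mirror those of a sister screen read the other way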
dFosB activator – activators of delta FosB homodimer, primary screen, biochemical, fluorescence polarization, TAMRA-CDK5 oligo, single point | purified delta FosB; percent of positive-control signal above neutral wells | activation, % at 25 µM | 340,000 compounds, 0.99% hits;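 active means mean activation above about 17%, with every replicate also reaching it, limit read from the data, passing the limit was not always enough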;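 further: fluorescence polarization rise as delta FosB binds a TAMRA Cdk5 AP-1 oligo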
Target sequence (P13346 whole entry, looked up): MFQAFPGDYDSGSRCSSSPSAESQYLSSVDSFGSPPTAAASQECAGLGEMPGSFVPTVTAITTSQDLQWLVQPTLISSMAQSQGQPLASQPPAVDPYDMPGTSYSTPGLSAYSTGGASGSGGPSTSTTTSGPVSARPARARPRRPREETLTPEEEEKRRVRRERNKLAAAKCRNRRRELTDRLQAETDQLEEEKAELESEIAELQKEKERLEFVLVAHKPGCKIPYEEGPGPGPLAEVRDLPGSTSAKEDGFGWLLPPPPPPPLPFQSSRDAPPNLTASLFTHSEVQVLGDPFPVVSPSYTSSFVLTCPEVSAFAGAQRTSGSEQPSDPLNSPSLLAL
SR-BI DiI-HDL act – activators of SR-BI mediated DiI-HDL uptake, primary screen, ldlA[mSR-BI] CHO cells, DiI fluorescence; 3 h; 100 = double the neutral-control signal; activation, % at 12.5 µM; 320,000 compounds, 0.096% hits; AID 504775, 2011;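 active means mean replicate activation of at least 60% and every replicate at or above 60%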;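 further: 0% = median plate neutral-control signal and 100% = twice that signal; values of inactives mirror those of a sister screen read the other way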
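Material: SR-BI-overexpressing, LDLR-lacking CHO cells | Dosing: Single compound concentration, delivered by pin transfer | Probe or stimulus: Labelled HDL, 10 µg/mL | Signal: Bottom-read cell fluorescence after medium removal, ex 550/em 595 nm | Schedule: 3 h, 37 °C | Evaluation: HDL uptake via cellular fluorescence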
PvdQ acylase – P. aeruginosa PvdQ acylase inhibitors, primary screen, biochemical, fluorescence, plate reader and imaging, single point; purified PvdQ acylase; inhibition, % at 10 µM; 340,000 compounds, 0.063% hits; AID 488965, 2010; in the data active means inhibition above about 30%, passing the limit was not always enough;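 further: 0% = vehicle neutral wells and 100% = reference inhibitor wells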
PfHsp90 set2 – growth inhibition of PfHsp90-expressing yeast, primary screen, antimalarial PfHsp90 inhibitor project, S. cerevisiae, BacTiter-Glo luminescence, single point, set 2; 310,000 compounds, 0.32% hits; AID 504621, 2011; inhibition, % at 9.4 µM; BacTiter-Glo ATP, 48 h; yeast lacking PDR1 and PDR3 efflux regulators;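 active means every replicate shows inhibition above about 80%, whatever the replicate mean, limit read from the data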;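 further: 0% = DMSO neutral controls and 100% = 20 µM radicicol positive controls; yeast relying on Plasmodium falciparum Hsp90 in place of its own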
MITF act – activators of MITF-driven TRPM1 promoter reporter, primary screen, cell-based, SK-MEL-5, luciferase, single point; 300,000 compounds, 0.75% hits; AID 588334, 2011; SK-MEL-5 TRPM1-promoter luciferase, 24 h; % of positive control, neutral wells = 0; activation, % at 12.5 µM;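 active means mean activation of at least 80% with every replicate also reaching 80%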;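 further: 0% = neutral control wells and 100% = parthenolide positive control wells; values of inactives mirror those of a sister screen read the other way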
Rtt109 HAT inh – inhibitors of C. albicans Rtt109/Vps75 HAT, primary screen, biochemical, ThioGlo CoA-SH fluorescence, plate reader. Histone acetyltransferase RTT109 (Candida albicans (strain SC5314 / ATCC MYA-2876)), …. purified Rtt109/Vps75, 4 h. inhibition, % at 34.9 µM. 330,000 compounds, 0.16% hits;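 active means inhibition of at least 50% in every replicate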
Target sequence (Q5AAJ8 whole entry, looked up): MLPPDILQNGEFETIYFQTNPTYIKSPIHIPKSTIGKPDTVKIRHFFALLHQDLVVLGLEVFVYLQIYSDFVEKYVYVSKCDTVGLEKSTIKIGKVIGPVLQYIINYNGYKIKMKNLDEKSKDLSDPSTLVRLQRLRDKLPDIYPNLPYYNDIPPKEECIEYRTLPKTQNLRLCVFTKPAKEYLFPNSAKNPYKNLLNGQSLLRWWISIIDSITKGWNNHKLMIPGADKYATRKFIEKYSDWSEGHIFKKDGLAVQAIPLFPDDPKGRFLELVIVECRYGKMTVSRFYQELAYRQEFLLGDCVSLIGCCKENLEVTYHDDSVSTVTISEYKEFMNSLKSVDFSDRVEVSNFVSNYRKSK
CAL PDZ FP-2 – CAL PDZ peptide-binding inhibitors, primary screen, biochemical, fluorescence polarization, Cer-tagged CAL PDZ, HTS; 330,000 compounds, 0.02% hits; AID 504414, 2011; Golgi-associated PDZ and coiled-coil motif-containing protein (Homo sapiens), Q9HD26; inhibition, % at 20 µM; purified CAL PDZ, TMR-peptide fluorescence polarization, 1 h;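 active means highest replicate inhibition of at least 40%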;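 further: plate controls were DMSO neutral control wells for no effect and unlabeled competitor peptide control wells for full effect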
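Material: tagged CAL PDZ domain; buffer or medium: 25 mM sodium phosphate pH 7.4, 150 mM NaCl, TCEP, IgG, Thesit; compound dosing: single point, 20 µM; schedule: 1 h incubation at room temperature before polarization reading; measured by: FP readout, S and P plane fluorescence; read-out basis: percent inhibition from loss of millipolarization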
NSD2 inh – NSD2 histone methyltransferase inhibitors, primary screen, biochemical, AlphaScreen, single concentration, set 2 | NSD2 peptide methylation, 120 min | AID 743445, 2014 | 310,000 compounds, 0.54% hits | inhibition, % at 12.5 µM; in the data active means inhibition above about 50%
Active calls of the source: *; x = not tested or not shown.

SMILES	CAL PDZ FP-1	SR-BI HDL uptake	dFosB activator	SR-BI DiI-HDL act	PvdQ acylase	PfHsp90 set2	MITF act	Rtt109 HAT inh	CAL PDZ FP-2	NSD2 inh
COc1cc(NC(=O)Cn2cnc3c(nc4n3CCCCC4)c2=O)cc(OC)c1OC	-4	-13	-19	13	-11	2	0	-3	-0.4	-6
CCN(CC)C(=O)[C@H]1CC(CC(=O)NCc2ccco2)C(=O)N2CCc3c([nH]c4ccccc34)[C@]12C (stereo partly specified)	-2	-3	-10	3	5	-4	0	12	-0.3	x
Cc1c(NN=C(C#N)C#N)c(=O)n(-c2ccccc2)n1C	-2	-23	1	23	-14	-10	-22	8	-3.1	1
COC(=O)CCNC(=O)CCc1ccc(S(=O)(=O)N2CCCCCC2)cc1	6	15	-5	-15	-11	x	4	-2	-0.3	-2
COc1ccc(NC(=O)CN2C(=O)/C(=C3\SC(=S)N(CCC(=O)O)C3=O)c3ccccc32)cc1	-3	-6	2	6	2	-16	-1	21	-1.6	3
CCOc1cc(Br)ccc1S(=O)(=O)N1CCC(C(N)=O)CC1	0	-18	-1	18	-1	2	-8	1	-0.1	-1
CC(=O)c1ccccc1C(=O)N1CCCC(N2CCN(Cc3ccc4c(c3)OCO4)CC2)C1 (stereo unspecified)	1	-19	0	19	-7	10	-12	4	-0.1	12
O=C(CSc1ncccn1)N1CCCC1	-8	-12	4	12	-16	18	8	-10	-0.5	-3
Cn1nnnc1SCC(=O)Nc1ccccc1Br	2	-4	1	4	-8	17	15	-23	-1.8	-1
N=C1c2c(cc(=O)n3c2[nH]c2ccccc23)CN1CCN1CCOCC1	1	20	-14	-20	-4	16	10	-77	-1.9	10
N#Cc1ccc(Oc2ccc(S(=O)(=O)N3CCCC3)cn2)cc1	-2	4	-5	-4	-7	-37	9	1	-1.3	0
COc1cc(C)nc(N(C)C(C)=O)n1	0	-37	-5	37	-8	8	-16	-2	-1.2	27
O=C(O)c1cc(-c2ccc3c(c2)OCO3)nc2ccc(Cl)cc12	-11	-14	-4	14	11	16	2	3	-4.3	-1
O=C(OCC(=O)N1CCOCC1)c1cc(-c2ccccc2)nc2ccccc12	-4	68	-23	-68	-8	-3	21	0	0.2	-2
C=CC[C@H](CC(=O)N(CCO)Cc1ccccc1)C(=O)N[C@@H](COC(=O)[C@@H](CC=C)Cc1ccc(F)cc1)Cc1c[nH]c2ccccc12	-3	-26	-12	26	10	-13	2	6	-1.0	x
Cc1c(Cl)cccc1NC(=O)c1cccc(OC(F)F)c1	x	23	8	-23	-17	16	11	4	0.3	-5
CCOc1ccc(CN2C(=O)c3ccccc3C2C(=O)NCc2cccnc2)cc1 (stereo unspecified)	x	-11	-3	11	-12	x	0	-11	0.5	0
C(#CCN1CCOCC1)COC(c1ccccc1)c1ccccc1	1	-2	5	2	6	3	-5	2	0.4	4
COc1cccc(/C=C/C(=O)OCC(=O)Nc2cc(C(F)(F)F)ccc2Cl)c1	-4	6	-2	-6	3	13	0	7	-0.3	-1
Fc1cccc(Nc2cc(-n3cccn3)ncn2)c1	x	11	-4	-11	2	2	25	-7	-1.9	-3
C/C(=N\NC(=O)c1ccco1)c1cc(Cl)sc1Cl	-2	5	-12	-5	-11	-3	37	-4	-0.9	-5
CC(=O)COc1ncnc2c(Cl)cc(Cl)cc12	-2	-12	-5	12	-3	-28	12	8	-0.9	0
O=C(COC(=O)c1cc(S(=O)(=O)N2CCCC2)ccc1O)Nc1ccc(S(=O)(=O)N2CCOCC2)cc1	-1	x	-7	x	-5	-12	3	-5	-3.3	1
O=C(Nc1cccc(-c2nc3ccccc3s2)c1)c1cc(-n2cnnc2)ccc1Cl	-3	68	-6	-68	2	0	38	-2	-2.3	-1
CCOC(=O)C(Cc1ccnnc1)=NO	1	-22	5	22	-18	-33	-1	0	-0.2	5

The results go on.
SMILES	CAL PDZ FP-1	SR-BI HDL uptake	dFosB activator	SR-BI DiI-HDL act	PvdQ acylase	PfHsp90 set2	MITF act	Rtt109 HAT inh	CAL PDZ FP-2	NSD2 inh
c1ccc(-c2cc3ccccc3nc2N2CCCC2)cc1	1	17	-7	-17	-16	x	-19	7	-1.8	-13
COc1ccc(NC(=O)C2(c3ccc(NC(=O)c4ccc(OC(C)=O)cc4)cc3)CCCC2)cc1	x	29	2	-29	-6	x	19	-6	-2.1	1
CCOC(=O)c1ccc(NS(=O)(=O)c2ccc3oc(=O)[nH]c3c2)cc1	-3	-11	-1	11	-9	-4	5	9	-2.9	2
Cc1ccc(NC2=Nc3ccccc3CC2)cc1	-1	1	0	-1	-12	-8	9	14	-0.4	13
Cc1nc2ccc(Nc3nc4cc(S(=O)(=O)N5CCOCC5)ccc4o3)cc2s1	1	25	3	-25	7	6	5	21	-3.9	5
CC(OC(=O)CNS(=O)(=O)c1ccc(C#N)cc1)C(=O)Nc1ccc(Cl)cn1 (stereo unspecified)	-2	-5	-2	5	-12	x	2	-3	0.3	x
COc1ccccc1CC1CC(=O)N(c2cccc(Cl)c2C)C1=O (stereo unspecified)	-1	6	-8	-6	2	11	x	4	-0.1	-2
Cc1ccc(-n2c(-c3ccco3)nc3c(cnn3-c3ccc(C)cc3)c2=O)cc1	x	5	-9	-5	-3	-10	3	9	0.0	x
CCN1CCN(C(=O)CN2C(=O)c3cccc4cccc2c34)CC1	x	0	-8	0	-5	-15	x	-11	0.1	3
O=C(CN1CCc2ccccc2C1)NCc1ccco1	x	-32	2	32	-11	2	-17	-9	-0.3	29
CC(=O)N=c1scc(-c2ccccc2)n1-c1cccc(O)c1	-8	6	1	-6	-3	5	-19	5	-1.1	-3
O=C(O)C1Cc2ccccc2CN1C(=O)COc1ccc(Cl)cc1 (stereo unspecified)	-3	-7	-4	7	-6	-13	17	-1	-0.5	-3
COc1ccc(CCNC(=O)CC2SC(=NCCc3ccccc3)NC2=O)cc1OC (stereo unspecified)	-5	25	-7	-25	11	19	-5	-1	-2.2	0
O=C(Nc1cccc(C(=O)N2CCCCCC2)c1)c1ccco1	-1	21	-1	-21	23	9	6	3	-0.6	25
CCOC(=O)Cc1cc(=O)[nH]n(-c2ccccc2)c1=O	x	-9	3	9	-1	x	9	1	-0.5	0
CN1CCN(c2nc3c(c(=O)n(C)c(=O)n3C)n2CC(N)=O)CC1	-5	-21	-9	21	-12	3	7	0	-3.1	0
O=C(COc1ccc(F)cc1Cl)Nc1cc(S(=O)(=O)N2CCOCC2)ccc1N1CCCCC1	-2	12	-3	-12	-2	-7	-2	2	-2.6	-6
Cc1c(C(=O)N2CCCCC2)oc2ccc(Br)cc12	14	-1	-20	1	-10	-2	75	-2	-1.1	0
COc1ccccc1NS(=O)(=O)c1cc(-c2cnc(C3CC3)o2)ccc1C	-1	13	1	-13	-12	5	x	2	-2.6	6
O=c1[nH]c2ccccc2c2nc(-c3cccc(S(=O)(=O)N4CCCC4)c3)nn12	-4	0	53*	0	-8	-2	13	-6	-5.8	0
CCN(C(=O)c1c(C)noc1C)c1c(N)n(Cc2ccccc2)c(=O)[nH]c1=O	x	-10	-5	10	-4	-12	5	-6	0.5	17
CCCCC(=O)Nc1ccc(S(=O)(=O)Nc2nccc(C)n2)cc1	-4	-17	-3	17	-4	14	2	9	-3.3	-1
N#CC12CCCCC1CC1CCCCC1(C#N)N2Cc1ccccn1 (stereo unspecified)	-1	10	1	-10	-10	-3	2	-5	-0.3	-1
Cc1ccc(Cl)cc1NC(=O)C[n+]1ccc(Cc2ccc([N+](=O)[O-])cc2)cc1	-2	8	-5	-8	-8	-4	-1	0	-1.0	84*
CCC(=O)N1CCc2cc(OC)c(OC)cc2C1COc1ccccc1OC (stereo unspecified)	-5	1	-7	-1	4	16	-6	-5	-1.3	8

A different layout for part of the listing above:
compound | CAL PDZ FP-1 | SR-BI HDL uptake | dFosB activator | SR-BI DiI-HDL act | PvdQ acylase | PfHsp90 set2 | MITF act | Rtt109 HAT inh | CAL PDZ FP-2 | NSD2 inh
Cc1ccc(NC2=Nc3ccccc3CC2)cc1 | -1 | 1 | 0 | -1 | -12 | -8 | 9 | 14 | -0.4 | 13
CN1CCN(c2nc3c(c(=O)n(C)c(=O)n3C)n2CC(N)=O)CC1 | -5 | -21 | -9 | 21 | -12 | 3 | 7 | 0 | -3.1 | 0

(listing goes on)
SMILES	CAL PDZ FP-1	SR-BI HDL uptake	dFosB activator	SR-BI DiI-HDL act	PvdQ acylase	PfHsp90 set2	MITF act	Rtt109 HAT inh	CAL PDZ FP-2	NSD2 inh
O=C(COc1ccccc1[N+](=O)[O-])Nc1ccc(Br)cc1	-3	41	-3	-41	-4	-7	80	-14	-2.3	x
Cc1oc(-c2ccccc2F)nc1CSCC(=O)NCc1ccc2c(c1)OCO2	x	-14	4	14	-7	x	-17	1	-1.0	3
Cc1c(-n2cc(C(=O)c3cc(Cl)ccc3O)cc(C#N)c2=O)c(=O)n(-c2ccccc2)n1C	x	-7	-7	7	2	-16	-4	9	-0.8	-1
CN1CCN(C(=O)/C(=C/c2ccc(F)cc2)NC(=O)c2ccccc2)CC1	-4	-12	8	12	-3	-20	-13	4	-0.1	-3
CC/C(Cc1ccccc1)=N\NC(=O)c1cc([N+](=O)[O-])cc([N+](=O)[O-])c1	-2	4	1	-4	4	-19	5	-2	-2.2	x
COc1cccc(SCC2(O)CCN(C(=O)c3ccc(Cl)cc3)CC2)c1	x	-17	-10	17	3	-9	-5	9	-0.5	-2
NC(=O)CCN1CCCCC1	1	-13	-2	13	0	2	11	-4	-1.0	-2
O=C(Nc1nnc(-c2ccccc2)o1)c1ccc(Cl)cc1	-2	-10	6	10	2	-89	0	2	-1.6	-1
CCN(CC)S(=O)(=O)c1cc(NC(=O)C(CC(C)C)NC(N)=O)ccc1C (stereo unspecified)	3	x	-11	x	-7	x	-6	0	-0.5	-2
N#Cc1ccc(CSc2nnc(Cc3cccs3)n2Cc2ccco2)cc1	-3	-8	0	8	-12	-6	-4	12	x	x
N#C/C(=N\Nc1ccc([N+](=O)[O-])cc1)C(=N)N1CCOCC1	x	0	4	0	-1	8	53	-8	-0.8	4
O=C(NCC1CC1(Cl)Cl)Nc1ccc(Cl)c(Cl)c1 (stereo unspecified)	-4	4	-5	-4	7	-5	52	15	0.0	-25
Cc1ccc(NC(=O)COCC(=O)Nc2ccc(F)cc2)cc1	-1	-20	-6	20	-8	-13	3	4	-30	25
